Screens deposited in PubChem BioAssay by National Center for Advancing Translational Sciences (NCATS).
Giardia kill – Small Molecules that selectively kill Giardia lamblia: qHTS. Giardia lamblia trophozoite viability. activity change, % at 7.66 µM, hits read low. 0.15% of 340,000 active; in the data active = activity change below about -80%; inconclusive = between about -30% and that limit;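 note: parasites exposed to compound for two days anaerobically before the ATP read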
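Giardia lamblia trophozoites (100 cells/well) were incubated with compounds for 48 h at 37 deg C under anaerobic conditions. Viability was read as ATP content by one-step luminescence after 15-30 min at room temperature.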
PKM2 act – qHTS Assay for Activators of Human Muscle isoform 2 Pyruvate Kinase; Pyruvate kinase PKM (Homo sapiens), P14618; purified PKM2, Kinase-Glo ATP luminescence, activation; response scale: 0% is enzyme alone, no compound; Potency, µM (doses to about 57.5 µM), for the others: top-dose activation, actives largely listed as activators; 0.34% of 260,000 active; AID 1631, 2009; note: potency is the fitted concentration of half-maximal effect; nearly all actives have a fitted effect of over 55% in size
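hPK-M2, >95% pure; 0.1 mM ADP / 0.5 mM PEP final; imidazole pH7.2 buffer w/ 7 mM MgCl2, 50 mM KCl; 1 h RT; Kinase-Glo lum. Intermediate enzyme activity for dual inhibitor/activator qHTS.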
GALK inh – qHTS Assay for Inhibitors of Human Galactokinase (GALK) | P51570 | Purified GALK, Kinase-Glo residual ATP luminescence | Potency, µM (titrated, usually from 57.5 µM), for the others: at the highest dose activity change, negative = inhibition, actives largely listed as inhibitors | 0.007% of 270,000 active; note: potency is the fitted concentration of half-maximal effect
Target sequence (P51570 whole entry, looked up): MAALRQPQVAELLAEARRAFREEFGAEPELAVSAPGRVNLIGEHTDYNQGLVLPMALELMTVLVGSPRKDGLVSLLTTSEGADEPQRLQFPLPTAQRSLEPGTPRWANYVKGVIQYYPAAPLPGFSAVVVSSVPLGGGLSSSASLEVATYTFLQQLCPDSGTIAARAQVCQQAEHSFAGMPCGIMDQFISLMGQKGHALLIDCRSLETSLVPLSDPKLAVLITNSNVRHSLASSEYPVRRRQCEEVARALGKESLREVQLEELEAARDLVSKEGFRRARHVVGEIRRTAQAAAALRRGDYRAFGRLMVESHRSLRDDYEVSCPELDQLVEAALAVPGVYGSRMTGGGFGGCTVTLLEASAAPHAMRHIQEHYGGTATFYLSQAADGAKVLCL
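ATP-depletion format; final 35 uM ATP, 100 uM D-galactose, 5 nM enzyme; pH 8.0 HEPES/Mg2+ buffer; 60 min RT; luminescence read 10 min after detection reagent.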
Eya2 inh – qHTS Assay for Inhibitors of the Phosphatase Activity of Eya2. Protein phosphatase EYA2 (Homo sapiens), O00167. recombinant Eya2, OMFP fluorescence dephosphorylation (OMFP is methylfluorescein phosphate). Potency, µM (series often up to 76.9 µM), for the others: at the highest dose activity, negative = inhibition, hits mostly inhibitors. 0.006% of 330,000 active. AID 488837, 2010; note: potency is the fitted concentration of half-maximal effect
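Eya2 protein (added as 0.2 uM solution) was preincubated with compound for 10 min at ambient temperature in 50 mM HEPES pH 7.5, 50 mM NaCl, 5 uM MgCl2, 0.05% BSA, 1 mM DTT. OMFP (added at 50 uM) then reacted 10 min; fluorescence read at 485/525 nm.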
hERG WT inh – qHTS for Inhibitors of KCHN2 3.1: Wildtype qHTS. Voltage-gated inwardly rectifying potassium channel KCNH2 (Homo sapiens), Q12809. U2OS, BacMam KCNH2, thallium flux FluxOr; stronger effect = lower value. 0.37% of 340,000 active. activity change, % at 1.84 µM. AID 720551, 2013;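 active = maximum activity change below -70%; inconclusive = maximum activity change between -70% and -50%; inactive = maximum activity change above -50%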
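U2OS cells transduced with wild-type KCNH2 virus are loaded with FluxOr dye for 45 min, and thallium flux is measured in kinetic reads before and after stimulation buffer. Rate constants are normalized to DMSO controls.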
Chronic BCR inh – qHTS Assay to Find Inhibitors of Chronic Active B-Cell Receptor Signaling; ABC-DLBCL IkBa-CBG/CBR reporter, luminescence ratio, 4 h; 0.05% of 340,000 active; AID 493014, 2011; Potency, µM (highest dose often 46.1 µM), inactives show at the highest dose ratio change, negative = lower green/red ratio, hits mostly inhibitors; active = well fitted inhibition curve with a large enough effect in the signal ratio, with a control signal flat, not every such curve was filed as active; inconclusive = small, poorly fitted or top-dose-only effect, or effect the other way, or a change in a side signal; the % refers to the signal ratio;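 note: potency is the fitted concentration of half-maximal effect; plate controls were basal doxycycline-induced cells for no effect and cells given 10 µM MG132 for full effect; MG132 reads +100%, hits lower the ratio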
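Cell line TMD8 (human ABC DLBCL), stably expressing tet-inducible CBG68-IkBa fusion and CBR; IMDM/0.5% FBS; cpd up to 46 uM; dox induction, 4 h, 37C/5% CO2; dual luminescence; green/red ratio; MG132 control.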
KCNH2 3.1 block – qHTS for Inhibitors of KCHN2 3.1: Mutant qHTS; Potassium voltage-gated channel subfamily H member 2, brain isoform KCNH2 3.1 (human); U2OS KCNH2 3.1, thallium flux FluxOr; stronger effect = lower value; activity change, % (tested at about 1.8 µM); 0.95% of 340,000 active; AID 720553, 2013;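 active = maximum activity change below -70%; inconclusive = maximum activity change from -70% to -50%; inactive = maximum activity change above -50%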;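 note: thallium influx rate constant from kinetic fluorescence after stimulation buffer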
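Normalized rate constant (relative to positive and negative DMSO controls) derived from a 2 min kinetic fluorescence read after stimulation; U2OS cells expressing the 3.1 isoform via virus at 1.77 x 10^8 /mL.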
USP2a inh – qHTS Assay for Inhibitors of Ubiquitin-specific Protease USP2a Using CHOP2 as the Reporter | USP2 core, Ub-CHOP2 coupled fluorogenic reporter, 485/531 | 0.01% of 330,000 active | Potency, µM (doses to about 38.3 µM), for the others: at the top dose activity change, negative = inhibition, hits mostly inhibitors | Ubiquitin carboxyl-terminal hydrolase 2 (Homo sapiens), O75604;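 note: potency is the fitted concentration of half-maximal effect; plate controls were DMSO wells for no effect and full inhibition by NEM control for full effect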
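USP2 core (10nM final) preincubated 30min RT with compound in 20mM Tris-HCl pH 8.0, 2mM CaCl2, 2mM beta-mercaptoethanol, 0.05% CHAPS; 25nM Ub-CHOP2 plus 25nM reporter substrate added, fluorescence (Ex485/Em531) read after 60min.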
B2AR arrestin – qHTS assay of beta-arrestin-biased ligands of beta2-adrenergic receptor; Beta-2 adrenergic receptor (Homo sapiens), P07550; beta-arrestin recruitment to beta2AR, cell-based reporter; Potency, µM (series often up to 46.1 µM), for inactives: at the top dose activation, hits mostly activators; 0.02% of 330,000 active; AID 492947, 2010;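 note: potency is the fitted concentration of half-maximal effect; 0% = DMSO controls and full agonism = EC100 isoproterenol or metaproterenol; nearly all actives have a fitted effect of over 65% in size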
Target sequence (P07550 whole entry, looked up): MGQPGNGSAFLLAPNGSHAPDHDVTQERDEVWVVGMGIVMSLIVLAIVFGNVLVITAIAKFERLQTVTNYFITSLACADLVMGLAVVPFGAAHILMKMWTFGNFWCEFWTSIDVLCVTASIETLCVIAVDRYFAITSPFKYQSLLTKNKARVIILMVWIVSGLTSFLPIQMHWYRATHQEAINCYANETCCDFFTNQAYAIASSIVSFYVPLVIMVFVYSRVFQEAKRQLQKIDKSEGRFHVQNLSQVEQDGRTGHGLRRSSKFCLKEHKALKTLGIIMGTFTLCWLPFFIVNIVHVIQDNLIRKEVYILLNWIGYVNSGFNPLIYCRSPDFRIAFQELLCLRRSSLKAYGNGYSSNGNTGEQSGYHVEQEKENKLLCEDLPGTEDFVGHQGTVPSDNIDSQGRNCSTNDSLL
uPA surface inh – qHTS for Inhibitors of Cell Surface uPA Generation | cell surface uPA generation assay, qHTS | Potency, µM (titrated, usually from 38.3 µM), for inactives: at the top dose activity change, negative = inhibition, hits mostly inhibitors | 0.31% of 330,000 active; active = well fitted inhibition curve with a large enough effect; inconclusive = small, poorly fitted or top-dose-only effect; inactive = no such curve, though single readings can be large or run the other way; tested in mouse RAW 264.7 cells; note: potency is the fitted concentration of half-maximal effect; nearly all actives have a fitted effect of over 55% in size
FBPA coupling cs – qHTS Assay for Inhibitors of Fructose-1,6-bisphosphate Aldolase from Giardia Lamblia: Coupling assay counterscreen | coupling enzyme system counterscreen, AmpLite Red fluorescence | activity change, negative = inhibition, % at 58.2 µM, hits read low | 0.67% of 290,000 active | AID 2472, 2010; in the data active = activity change below about -30%
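Counterscreen lacking aldolase: glyceraldehyde-3-phosphate coupling-enzyme reagent preincubated 10 min at RT with compound (at 57.5 uM final), then substrate/coupling system with AmpLite Red added; fluorescence read at 525/598 nm after 20 min RT.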
* hit, by the source's call; ? = inconclusive; / = no result given; [ ] = another dose, or the depositor's remark. Unless noted, calls come from the whole dose curve; as a rule, active = well fitted curve in the direction sought with a large enough effect; inconclusive = small, poorly fitted or top-dose-only effect, or another doubt; inactive = no such curve, though single readings can be large; an effect the other way counts as inactive or inconclusive. Unless noted, % is set by controls: 0 for no effect and ±100 for the full control effect.

SMILES	Giardia kill	PKM2 act	GALK inh	Eya2 inh	hERG WT inh	Chronic BCR inh	KCNH2 3.1 block	USP2a inh	B2AR arrestin	uPA surface inh	FBPA coupling cs
CCOC(=O)NC1(NCC(C)C)Oc2ccccc2O1	-10	4%	1%	-20%	-8	-9%	6	1%	-0.2%	/	-12
O=C(OCc1cc2ccccc2[nH]c1=O)c1cccc([N+](=O)[O-])c1	1	-1%	/	9%	4	-3%	13	4%	0.5%	6%	2
COC(=O)c1sc(=S)n(Cc2ccccc2)c1C	-8	20%	1%	-10%	-4	17%	9	-1%	-0.1%	4%	3
Cc1cccc(N/N=C/c2ccc(O)c(O)c2O)c1	7	11%	5%	4%	-8	?	0	0%	0.3%	-7%	-69*
O=C(Cc1ccc([N+](=O)[O-])cc1)N1CCCc2ccccc21	5	-2%	0%	-8%	-2	?	-10	0%	-0.1%	-5%	0
O=C(Nc1ccc(S(=O)(=O)NCc2cccnc2)cc1)c1ccco1	-8	-3%	5%	24%	26	2%	-9	2%	0.0%	-1%	3
NS(=O)(=O)c1ccc(CCN=Cc2ccccc2O)cc1	-12	3%	2%	10%	6	0%	-3	-1%	-0.3%	5%	-1
CCN(CC)c1ccc(/C=N/NS(=O)(=O)c2cccc([N+](=O)[O-])c2)cc1	3	-6%	-2%	5%	33	-3%	10	0%	-0.3%	-4%	1
CCn1c(SCC(=O)OCc2ccccc2)nnc1-c1ccco1	2	-12%	-2%	-5%	-12	-8%	8	5%	0.4%	/	1
Cc1cnc(C(=O)N2CCCC(C(=O)c3ccc(C(F)(F)F)cc3)C2)cn1 (stereo unspecified)	4	?	-5%	-1%	3	?	-9	14%	0.4%	-1%	7
O=C(O)C1CCCC[C@H]1C(=O)Nc1ncc([N+](=O)[O-])s1 (stereo partly specified)	-9	/	/	8%	-5	?	16	-2%	-0.2%	1%	/
Cc1noc(C)c1COC(=O)c1cc(S(=O)(=O)N2CCOCC2)ccc1Cl	-17	/	/	-14%	0	-7%	-1	1%	0.3%	-3%	/
Cc1oc(-c2ccccc2F)nc1CS(=O)CC(=O)NC1CCCCC1 (stereo unspecified)	-3	-33%	/	12%	-5	2%	24	1%	0.1%	7%	1
COc1ccc(/C=N/NC(=O)c2ccccc2)cc1CN1CCN(c2ccc(F)cc2)CC1	4	3%	-1%	-9%	-108*	?	-107*	0%	-0.7%	4%	8
CCc1ccc2[nH]c(=O)c(CN(Cc3nnnn3C3CCCC3)C3CCCCC3)cc2c1	0	1%	2%	-4%	-10	?	-189*	1%	0.1%	-11%	1
CCc1cc(OCCOCCN(C)C)ccc1Cl	19	-2%	1%	1%	-3	1%	-8	-4%	-4.7%	-6%	2
Cc1cc(C)nc(SCc2nnc(SCC(=O)OC3CCCCC3)o2)n1	-7	-1%	6%	6%	-2	-4%	-9	-1%	0.1%	0%	4
CC(C)(C)NC(=O)Cn1c(SCC(=O)N2CCCCCC2)nc2ccccc21	5	-1%	4%	13%	6	-14%	7	0%	0.0%	/	2
CCCc1nnc(NC(=O)C(C)N2C(=O)C3C4C=CC(C4)C3C2=O)s1 (stereo unspecified)	-4	-4%	-2%	3%	-6	?	-8	-1%	-0.1%	5%	2
COc1ccc(OC)c(N(C(=O)c2ccco2)C(C(=O)NC2CCCC2)c2cc(OC)c(OC)c(OC)c2)c1 (stereo unspecified)	18	4%	9%	14%	-1	2%	7	0%	-0.1%	-5%	-2
NC(=O)C1CCN(c2oc(-c3ccc(F)cc3)nc2S(=O)(=O)c2ccccc2)CC1	-4	/	/	-25%	11	-7%	-6	0%	-0.2%	21%	/
CC(C)CCn1c(=O)c2ccccc2n2c(CCC(=O)NCC3CCCO3)nnc12 (stereo unspecified)	14	/	1%	2%	9	2%	-1	1%	-0.3%	2%	/
NC(=O)CSc1nc(-c2ccccc2)nc2c1CCCC2	-6	2%	-1%	-5%	1	1%	6	8%	-0.1%	0%	2
CCOC(=O)c1ccc(NC(=O)NCCN2CCCCC2)cc1	10	-27%	0%	-9%	-3	0%	-27	0%	-0.3%	/	1
Brc1ccc(-c2nnc3n2CCCCC3)cc1	-4	-2%	2%	9%	-17	-16%	9	8%	-1.4%	-9%	3
Next section:
SMILES	Giardia kill	PKM2 act	GALK inh	Eya2 inh	hERG WT inh	Chronic BCR inh	KCNH2 3.1 block	USP2a inh	B2AR arrestin	uPA surface inh	FBPA coupling cs
COc1ccccc1N(CC(O)Cn1ccnc1C)S(=O)(=O)c1ccc(C)cc1 (stereo unspecified)	0	3%	-1%	11%	21	8%	-32	0%	-0.3%	-3%	0
CCN(C(=O)C(C)N1C(=O)/C(=C/c2ccco2)SC1=S)C1CCS(=O)(=O)C1 (stereo unspecified)	-5	/	0%	-3%	-23	-1%	-14	4%	-0.2%	?	-22
CCN=c1scc(C)n1/N=C/c1cc(Br)c(O)c(Br)c1	-23	0%	8%	3%	-6	6%	6	1%	-0.2%	10%	6
O=C(NN=C1CCCCCC1)C(=O)Nc1cccc(Br)c1	10	4%	1%	-15%	2	?	-3	5%	-0.6%	-9%	2
C#CCOc1ccc(/C=C2/C(=O)NN(c3ccccc3)C2=O)cc1OC	-5	12%	-9%	8%	-7	1%	-7	1%	0.2%	0%	1
COc1ccccc1-c1nnc(N)s1	-1	-4%	11%	9%	7	1%	11	1%	-0.3%	2%	-1
O=C(NCc1cccnc1)c1cnc2sccn2c1=O	8	6%	1%	-14%	8	-5%	1	0%	0.0%	0%	1
CCOc1ccc(-n2cnnn2)cc1S(=O)(=O)NCc1ccccc1	-29	2%	1%	-18%	84	?	12	0%	-0.2%	9%	4
CC(=O)OC[C@H]1COc2ccc3ccccc3c2[C@H]1N(C)C(C)=O	-8	-7%	6%	?	-9	2%	5	11%	-0.3%	-2%	0
CCN1CCCn2c1nc1c2c(=O)n(C)c(=O)n1C	1	2%	-1%	-2%	36	7%	-24	0%	9.2%	0%	-1
Cn1c(=O)[nH]c(=O)c2c1nc(NCCCO)n2CCOc1ccccc1	-19	1%	-2%	4%	3	?	-1	10%	-1.2%	-2%	3
O=C(NCCc1c[nH]c2ccccc12)c1ccc2c(c1)OCO2	-9	/	4%	-16%	-15	?	-4	-1%	0.0%	-5%	-4
CCC(Oc1ccc2c(c1)C(=O)CC(C)(C)O2)C(=O)NCCN1CCCCCC1 (stereo unspecified)	40[activator]	-1%	0%	2%	1	1%	-10	0%	-0.6%	-2%	0
CCCN(CCC)CCNS(=O)(=O)c1ccc2c(c1)oc(=O)n2C	6	-16%	0%	-25%	-14	-2%	-7	2%	0.0%	2%	-7
CNC(=S)N/N=C/c1cn(Cc2c(F)cccc2Cl)c2ccccc12	15	-1%	3%	5%	-30	-10%	-19	2%	0.1%	9%	3
Cc1ccc(-n2nnc3c(=O)n(Cc4ccccn4)cnc32)cc1C	-7	3%	1%	-7%	-2	12%	14	-2%	-0.2%	-2%	1
Cc1nn(C)c(C(=O)NNC(=O)Nc2cccc(C(F)(F)F)c2)c1Cl	6	1%	0%	-27%	-6	-1%	?	1%	-0.1%	1%	3
CCc1nc(C)cn1S(=O)(=O)c1ccc(Br)cc1	31[activator]	-1%	-4%	8%	6	-2%	2	0%	0.5%	?	-2
COc1ccc(COC(=O)Nc2c(SC)nsc2SC)cc1	0	-3%	-1%	?	1	4%	4	0%	-0.3%	-2%	3
Cc1cc(-n2[nH]c(C)c(C)c2=O)nc(-c2ccccc2O)n1	0	-2%	9%	-1%	4	4%	7	3%	0.6%	-10%	2
CCOc1ccccc1NC(=O)c1cc(Cl)ccc1NC(=O)c1ccco1	-8	1%	1%	-12%	-20	5%	-4	-1%	-1.2%	-8%	4
Oc1ccccc1/C=N/Nc1ncc(Br)cn1	7	-9%	0%	-4%	2	9%	19	?	-0.9%	-10%	0
COc1ccc(-c2oc3ccccc3c(=O)c2OC(=O)c2ccc(C)cc2)cc1	2	9%	-1%	-2%	11	1%	-9	-2%	0.0%	7%	-1
